bovine MsrA act – bovine MsrA enzyme activators, primary screen, biochemical, absorbance, HTS; hit rate 0.3% among 360,000; activation, % at 10.6 µM; purified bovine MsrA, absorbance read-out; in the data active = activation above about 7.5%;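 note: 0% = vehicle and 100% = reference activator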
eLon inh – inhibitors of E. coli Lon protease, primary screen, biochemical, fluorescence polarization; P0A9M0; purified E. coli Lon protease; inhibition, % at 7.94 µM; hit rate 0.42% among 360,000; in the data active = inhibition above about 13%, passing the limit was not always enough;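 note: 0% = enzyme with probe and DMSO and 100% = no enzyme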
MT1-MMP act inh – blockers of MT1-MMP proenzyme processing, primary screen, HT1080 RFP-PRO-GFP cells, GFP/RFP fluorescence; AID 651647, 2012; Matrix metalloproteinase-14 (Homo sapiens), P50281; GFP/RFP ratio fluorescence, overnight; percent of plate control window, DMSO zero; GFP/RFP ratio change, % at 20 µM; hit rate 0.061% among 360,000;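 active = GFP/RFP ratio change of at least 30% with cell ATP level not reduced by more than half and red fluorescence within 50% of control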; note: strong numbers were not always called active
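system = RFP-PRO-GFP reporter HT1080 cells | dosing = 20 µM single dose, 1% DMSO | timing = overnight cell settling, then overnight compound exposure, 37 °C, 5% CO2 | read-out basis = GFP/RFP fluorescence ratio | controls = DMSO and RFP-L50D-GFP cell wells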
CSN inh – inhibitors of CSN-mediated cullin deneddylation, primary screen, biochemical, fluorescence polarization, uHTS; Purified CSN, SCF-Nedd8-OG deneddylation; inhibition, % at 12.5 µM; COP9 signalosome complex subunit 5 (Homo sapiens), Q92905; hit rate 0.38% among 360,000; AID 651999, 2013;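 active = pattern-corrected inhibition above about 35%, with an unprinted fluorescence ratio check between 0.5 and 1.5, limit read from the data, passing the limit was not always enough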;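 note: 0% = enzyme with substrate and 100% = substrate without enzyme; some results filed as inactive read as strong as hits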
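test system = HEK293T-derived human Csn5 enzyme | amount = 0.24 nM Csn5 enzyme, final concentration | medium = Tris/NaCl/DTT buffer, pH 7.5 | schedule = 90 min reaction at room temperature | signal = FP | evaluation = inhibition of Csn5 cleavage, % | compound dosing = single dose of 12.5 µM compound with 0.25% DMSO | probe or stimulus = 10 nM SCFSkp2-Nedd8OG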
FAS TE block – FAS thioesterase domain inhibitors, primary screen, biochemical, fluorescence intensity, uHTS. Fatty acid synthase (Homo sapiens), P49327. recombinant FAS-TE, OMFH fluorogenic substrate, fluorescence endpoint. inhibition, % at 15 µM. hit rate 0.67% among 360,000. AID 602261, 2012;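 active = compounds whose normalised, plate-corrected inhibition of enzyme fluorescence in the single-dose primary screen is 50% or more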;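 note: 0% = DMSO with enzyme and 100% = substrate without enzyme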
Rpn11 block – Rpn11 (PSMD14) deubiquitinase inhibitors, primary screen, biochemical, fluorescence polarization, uHTS; hit rate 0.59% among 360,000; calls only at 20 µM; human 26S proteasome, Ub4-pepOG fluorescence polarization; 20S core pre-blocked with epoxomicin; 26S proteasome non-ATPase regulatory subunit 14 (Homo sapiens), O00487;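 active = inhibition at 20 µM, scaled to each plate's controls, above about 33%, limit read from the data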
Target sequence (O00487 whole entry, looked up): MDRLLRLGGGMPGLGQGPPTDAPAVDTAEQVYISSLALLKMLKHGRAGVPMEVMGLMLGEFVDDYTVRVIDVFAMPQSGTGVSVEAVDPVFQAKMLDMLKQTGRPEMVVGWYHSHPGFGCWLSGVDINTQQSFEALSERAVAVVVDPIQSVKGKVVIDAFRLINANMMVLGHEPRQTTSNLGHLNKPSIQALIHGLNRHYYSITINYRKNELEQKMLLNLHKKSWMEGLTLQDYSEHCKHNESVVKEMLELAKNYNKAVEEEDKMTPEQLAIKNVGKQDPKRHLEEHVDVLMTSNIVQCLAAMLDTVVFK
MsrA inh – bovine MsrA enzyme inhibitors, primary screen, biochemical, absorbance, HTS; hit rate 0.75% among 360,000; purified bovine MsrA, absorbance read-out; inhibition, % at 15.5 µM; in the data active = inhibition above about 4.5%;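 note: 0% = vehicle wells with enzyme and 100% = reference inhibitor wells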
Rin1-Abl PPI inh – inhibitors of Rin1-Abl protein binding, primary screen, biochemical, TR-FRET; Tyrosine-protein kinase ABL1 (Homo sapiens) + Ras and Rab interactor 1 (Homo sapiens), …; inhibition, % at 7.35 µM; hit rate 0.4% among 360,000; AID 588664, 2011; in the data active = inhibition above about 5%, passing the limit was not always enough
PABP1 MLLE inh – inhibitors of PABP1 MLLE–PAM2 peptide binding, primary screen, biochemical, fluorescence polarization, FITC-PAM2, GST-MLLE; hit rate 0.36% among 360,000; AID 588489, 2011; inhibition, % at 20 µM; in the data active = inhibition above about 35%, passing the limit was not always enough;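 note: plate controls were DMSO wells with GST-MLLE for no effect and wells lacking GST-MLLE protein for full effect; some results filed as inactive read as strong as hits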
Target sequence (P11940 whole entry, looked up): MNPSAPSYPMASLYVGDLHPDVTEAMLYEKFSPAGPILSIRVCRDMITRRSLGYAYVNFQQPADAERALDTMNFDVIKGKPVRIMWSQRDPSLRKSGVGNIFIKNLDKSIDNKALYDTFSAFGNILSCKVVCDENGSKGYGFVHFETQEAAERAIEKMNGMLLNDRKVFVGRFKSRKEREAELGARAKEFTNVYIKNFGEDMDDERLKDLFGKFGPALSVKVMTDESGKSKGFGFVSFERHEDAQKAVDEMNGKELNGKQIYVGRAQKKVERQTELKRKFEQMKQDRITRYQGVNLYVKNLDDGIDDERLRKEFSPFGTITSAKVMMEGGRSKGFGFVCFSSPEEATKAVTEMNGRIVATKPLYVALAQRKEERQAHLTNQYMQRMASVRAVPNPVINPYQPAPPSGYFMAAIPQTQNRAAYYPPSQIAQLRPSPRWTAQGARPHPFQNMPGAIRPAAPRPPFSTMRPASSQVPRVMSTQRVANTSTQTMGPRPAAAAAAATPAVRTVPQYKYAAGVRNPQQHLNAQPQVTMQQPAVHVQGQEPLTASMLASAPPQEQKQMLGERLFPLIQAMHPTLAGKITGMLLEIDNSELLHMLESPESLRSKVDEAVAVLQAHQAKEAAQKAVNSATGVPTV
The depositor's hits bear a star; i = inactive; + = active, no number.

SMILES | eLon inh | bovine MsrA act | Rin1-Abl PPI inh | FAS TE block | MT1-MMP act inh | Rpn11 block | CSN inh | PABP1 MLLE inh | MsrA inh
CC(=O)Nc1cccc(C(=O)NNC(=O)c2n[nH]c(=O)c3ccccc23)c1 | -169 | -1 | 3 | -8 | -4 | i | 1 | -16 | -0.7
CC(C)(C)n1nnnc1C(c1cccc(C(F)(F)F)c1)N1CCOCC1 (stereo not given) | -13 | 0 | 1 | -8 | -3 | i | 3 | -9 | 1.1
Cc1occc1-c1nnc(SCC(=O)NC2CC2)n1C | 17 | -13 | 0 | -6 | 2 | i | 2 | 13 | -0.7
COCCn1cnnc1SCC(=O)Nc1cccc(S(=O)(=O)N(C)c2ccccc2)c1 | -2 | 0 | 5 | -5 | 4 | i | -1 | -23 | 0.0
CC1(C(=O)NCc2ccco2)Cc2c(-c3cccc(C(N)=O)c3)ccnc2O1 (stereo not given) | 5 | -3 | 7 | -6 | 6 | i | -1 | -10 | 0.7
COc1ccc(-c2nnn(CC(=O)NC3CCCc4ccccc43)n2)cc1OC (stereo not given) | 4 | -2 | 3 | -4 | 0 | i | 6 | -5 | -0.2
Cc1cc(Cl)c(OCCCCN2CCOCC2)c(Br)c1 | 1 | -4 | 0 | -8 | 6 | i | 4 | -5 | -1.3
CNC(=O)c1cc(NC(=O)CCn2nc(-c3ccccc3)c3ccccc3c2=O)ccc1OC | -5 | -1 | -1 | -6 | 1 | i | -3 | 1 | 0.6
O=C(COC(=O)/C=C/c1ccc(S(=O)(=O)N2CCOCC2)cc1)Nc1ccc(F)c(F)c1F | 0 | -3 | -1 | 3 | 0 | i | 0 | -17 | -1.1
CCN(CC)S(=O)(=O)c1ccc(NC(=O)Cc2cccs2)cc1 | -13 | -2 | -1 | 2 | 0 | i | 6 | -8 | 0.0
COc1ccc(OC)c(NC(=O)c2ccc(NC(C)=O)cc2)c1 | -6 | 0 | -2 | 0 | 8 | i | -1 | -14 | 0.2
CC(=O)c1cccc(NC(=O)c2cnccn2)c1 | 3 | -4 | 2 | -4 | -1 | i | 1 | -2 | -1.6
C=CCn1c(N2CCCC2)nc2c1c(=O)[nH]c(=O)n2C | -11 | -4 | 0 | -10 | -5 | i | 0 | 3 | 0.8
c1ccc(COc2cccc(CN3CCN(c4ccccn4)CC3)c2)cc1 | -4 | -2 | 2 | 14 | -6 | i | 1 | 14 | -0.8
CCC(=O)c1c[nH]c(C(=O)N2CCN(c3ccccc3)CC2)c1 | 3 | -8 | 2 | -1 | 0 | i | -10 | -4 | -0.3
O=C(CN1CCOCC1)NNc1nc(-c2ccccc2)c2cc(Br)ccc2n1 | 6 | -15 | -2 | 0 | 1 | i | 6 | -3 | 1.8
Cc1cccc(Nc2nc(C)nc3c2oc2ccccc23)c1 | 2 | -2 | 2 | 11 | -4 | i | -6 | -2 | 2.3
CN(C)CC(C)(C)CNC(=S)NCc1ccc2c(c1)OCO2 | -2 | -9 | -3 | -6 | 6 | i | -13 | 5 | -0.3
Cc1cc(C(=O)Cn2nnc(-c3ccc(Cl)cc3)n2)c(C)n1CC1CCCO1 (stereo not given) | -1 | -4 | -3 | 20 | -6 | i | -1 | -12 | 1.2
Cc1ccc(S(=O)(=O)Nc2cc(Cl)ccc2-n2cncn2)cc1 | 7 | -2 | 2 | -6 | -5 | i | -4 | -1 | -0.4
C=CC[C@@H](CC(=O)NCCO)C(=O)N[C@H](COC(=O)[C@@H](CC=C)Cc1ccc(F)cc1)Cc1c[nH]c2ccccc12 | 3 | -2 | 1 | 24 | -4 | i | -3 | 3 | 0.3
O=c1cc(CN2CCCCCCC2)c2ccccc2o1 | 4 | 0 | 2 | 1 | 1 | + | 8 | -9 | 0.8
COc1ccc(C(C(=O)NC2CCCC2)N(Cc2ccccc2)C(=O)c2snc(C(N)=O)c2N)cc1OC (stereo not given) | -1 | -13 | 0 | 2 | 3 | i | 1 | -3 | 1.3
Cc1cccc(N2N=C(C(=O)Nc3nc(C)cs3)CCC2=O)c1 | 1 | -4 | 3 | -11 | 11 | i | 10 | 13 | -0.9
CCOc1cc2[nH]c(=S)n(CC3CCCN3CC)c(=O)c2cc1OCC (stereo not given) | -6 | -2 | -8 | -8 | -4 | i | 2 | -62 | 2.8
COc1ccccc1N1CCN(CC(=O)Nc2nccs2)CC1 | -9 | 6 | -1 | -10 | -3 | i | 5 | -11 | -0.9
CCC(=O)Nc1ccc(C(=O)NNC(=O)COc2cccc(C)c2)cc1 | -4 | -1 | 1 | -10 | 0 | i | -12 | 19 | -1.9
O=c1c2ccccc2nc(/C=C/c2cc(Br)ccc2O)n1CCCO | -33 | -8 | 5 | 2 | -12 | i | -6 | -19 | 1.2
Cc1ccc(-n2ncc3c2CC(C)(C)CC3NC(=O)c2cc[n+]([O-])cc2)cc1 (stereo not given) | -3 | -6 | 1 | 0 | -2 | i | 1 | -12 | -0.9
COc1ccc(C(CNC(=O)COc2ccc(F)cc2Br)N2CCCC2)cc1 (stereo not given) | -3 | -6 | 0 | -3 | -3 | i | 0 | -12 | 0.2

One compound at a time, as listed above.
COc1ccc(C(C(=O)NC2CCCC2)N(Cc2ccccc2)C(=O)c2snc(C(N)=O)c2N)cc1OC (stereo not given) is entered as eLon inh: -1; bovine MsrA act: -13; Rin1-Abl PPI inh: 0; FAS TE block: 2; MT1-MMP act inh: 3; Rpn11 block: i; CSN inh: 1; PABP1 MLLE inh: -3; MsrA inh: 1.3
CCOc1cc2[nH]c(=S)n(CC3CCCN3CC)c(=O)c2cc1OCC (stereo not given) is entered as eLon inh: -6; bovine MsrA act: -2; Rin1-Abl PPI inh: -8; FAS TE block: -8; MT1-MMP act inh: -4; Rpn11 block: i; CSN inh: 2; PABP1 MLLE inh: -62; MsrA inh: 2.8

New compounds follow
SMILES | eLon inh | bovine MsrA act | Rin1-Abl PPI inh | FAS TE block | MT1-MMP act inh | Rpn11 block | CSN inh | PABP1 MLLE inh | MsrA inh
O=C(CSc1nc2ccccc2o1)N/N=C/c1ccc(O)c(O)c1 | 0 | -9 | 3 | -9 | -5 | i | 31 | 0 | 3.1
COc1ccc(CCN2C(=O)CSC2=Nc2ccc(C)cc2C)cc1OC | 16 | -8 | 0 | 8 | 13 | i | -1 | 5 | 0.9
O=C(NCc1ccccn1)c1ccc(OC2CCN(Cc3ccc(F)cc3F)CC2)cc1 | -4 | 2 | 6 | -3 | -1 | i | 2 | -9 | -0.2
CC(OC(=O)c1ccccc1CCc1ccccc1)C(N)=O (stereo not given) | 4 | -4 | -3 | -4 | -3 | i | -5 | 2 | 0.0
COCCCNc1oc(-c2cccs2)nc1S(=O)(=O)c1ccc(C)cc1 | -5 | -3 | 0 | 2 | 2 | i | -6 | 12 | 0.2
CCOc1ccc(/C=C/C(=O)N(CC)CC(=O)NCc2cccs2)cc1OC | -2 | -1 | -5 | -5 | -1 | i | 3 | -2 | 3.7
COC(=O)c1ccccc1S(=O)(=O)N1CCC(NC(=O)c2ccccc2)CC1 | -13 | -3 | 1 | -2 | -1 | i | 1 | -3 | -1.1
O=C(Nc1ccn(CCCN2CCN(c3ccccn3)CC2)c(=O)n1)OCc1ccccc1 | 2 | -1 | 4 | -6 | 5 | i | 0 | 5 | -0.6
CC(C)(C)c1ccc(S(=O)(=O)N2CCN(CC(O)COCC3CCCO3)CC2)cc1 (stereo not given) | -11 | -2 | 0 | 1 | 1 | i | -4 | 26 | -0.6
O=[N+]([O-])c1ccc(N2CCCC2)cc1NCc1ccccc1 | 11 | -1 | -5 | 21 | 3 | i | 1 | 3 | -0.2
COP(=O)(CC(=O)c1ccccc1)CC(=O)c1ccccc1 | -8 | -8 | 8 | -4 | -2 | i | 1 | 6 | 0.7
COc1ccc(S(=O)(=O)N(C)C[C@H]2Oc3ccc(NS(=O)(=O)c4ccc(F)cc4)cc3C(=O)N([C@H](C)CO)C[C@@H]2C)cc1 | -3 | 2 | 4 | 0 | 0 | i | -2 | 0 | 0.9
COc1ccc(N2CCN(c3oc(Cc4ccccc4)nc3C#N)CC2)cc1 | -2 | 1 | 1 | 25 | 6 | i | -1 | -11 | 0.8
CCCOc1ccc(C(C)=O)cc1CC(C(=O)OCC)C(=O)OCC | 1 | -4 | 2 | 6 | 1 | i | -6 | -20 | -0.4
CCCS(=O)(=O)C/C(N)=N/OC(=O)c1ccc(Cl)cc1 | 5 | -8 | 2 | -4 | 2 | i | -3 | -7 | -1.2
O=C(NNC(=O)c1cc(O)c(O)c(O)c1)NC1CCCCC1 | 1 | -3 | 22* | -11 | 3 | i | 3 | 18 | 0.3
O=C(O)C1C2CCC(C2)C1C(=O)Nc1ccccc1 (stereo not given) | 3 | 4 | 1 | -4 | -1 | i | -2 | -10 | -0.2
C=CC(COCc1ccccc1)N(Cc1ccc(OC)cc1)S(=O)(=O)c1ccccc1Br (stereo not given) | 14 | -6 | 2 | 21 | -6 | i | 0 | 3 | 1.3
O=C(COc1ccccc1)NCC(=O)N/N=C/c1ccccc1 | -4 | 3 | -1 | -7 | 3 | i | -8 | 26 | 0.3
COc1c(/C=N/NC(N)=S)c(C)nn1-c1ccccc1 | 9 | -2 | -1 | 4 | 4 | i | 4 | 1 | 0.8
O=[N+]([O-])c1cc([N+](=O)[O-])c(Oc2c(F)cc(F)cc2F)cc1NN1CCCCC1 | 6 | -9 | -2 | 27 | -2 | i | 1 | -4 | 0.0
CC(C)c1ccc(NC(=O)C2(C)Cc3c(-c4cccc(C(N)=O)c4)ccnc3O2)cc1 (stereo not given) | 0 | -1 | 4 | 4 | 1 | i | 1 | -3 | 1.5
CCCNC(=O)C(Cc1cccc(OC)c1)NC(=O)c1ccc(C(C)(C)C)cc1 (stereo not given) | -7 | -2 | 0 | -4 | 2 | i | -2 | -6 | 0.3
COCCN1C(=O)N[C@@H](c2cccc(F)c2)C(C(C)=O)=C1C | 3 | -3 | -1 | -7 | 5 | i | 1 | 7 | 0.3
COc1ccc(NC(=O)C(=O)N/N=C/c2cc(C)n(-c3cccc(Cl)c3Cl)c2C)c(OC)c1 | 5 | -7 | 3 | 63* | -2 | i | 7 | 6 | -0.6
CCc1oc2c(C)c(O)ccc2c(=O)c1-c1ccc2ccccc2n1 | -6 | -2 | -4 | -10 | -5 | i | -12 | 3 | -0.5
O=C1NC(=O)C([N+](=O)[O-])=C(O)C1=O | 1 | -2 | -2 | -6 | -3 | i | -2 | -21 | 0.8
Cc1ccc(-n2cccn2)c(CN2CCCC(C(=O)c3ccc4c(c3)OCO4)C2)c1 (stereo not given) | -2 | -6 | -1 | 2 | 3 | i | 0 | 10 | -0.2
COCCCN1C2=C(C(=O)CC(C)(C)C2)C(c2ccc(O)c(OC)c2)C2=C1CC(C)(C)CC2=O | 4 | -3 | 5 | -4 | -3 | i | 3 | 2 | 1.5
